NTR1 agonist: agonists of NTR1, primary screen, imaging, U2OS cells, beta-arrestin-GFP, high content (AID 493036); NTR1-U2OS beta-arrestin-GFP spot imaging, agonist mode; actives 0.17% (n = 330,000); activation, % at 20 µM; P30989;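 active = activation at or above 40% of the spot to cytoplasm intensity ratio, with at least 20 cells analyzed; inconclusive = wells under 20 cells, flagged as cytotoxic or low count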;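 note: 0% = DMSO without peptide and 100% = 100 nM NTR1 peptide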
Target sequence (P30989 whole entry, looked up): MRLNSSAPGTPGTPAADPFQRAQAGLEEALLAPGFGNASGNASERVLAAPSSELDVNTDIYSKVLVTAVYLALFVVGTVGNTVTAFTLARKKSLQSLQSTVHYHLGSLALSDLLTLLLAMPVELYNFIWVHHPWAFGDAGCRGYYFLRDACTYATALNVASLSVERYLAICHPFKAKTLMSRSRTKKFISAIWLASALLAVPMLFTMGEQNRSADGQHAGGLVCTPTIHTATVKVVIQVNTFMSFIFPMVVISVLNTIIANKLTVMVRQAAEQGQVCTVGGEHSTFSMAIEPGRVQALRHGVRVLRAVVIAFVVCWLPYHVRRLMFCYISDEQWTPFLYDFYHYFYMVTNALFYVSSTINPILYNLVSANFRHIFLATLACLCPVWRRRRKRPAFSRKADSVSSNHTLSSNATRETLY
Rac1 GTP hydrolysis: MgcRacGAP GTPase-activating activity inhibitors, confirmation, biochemical, ADP Hunter fluorescence. MgcRacGAP-stimulated Rac1 GTP hydrolysis, ADP Hunter fluorescence; higher % means a stronger effect; GST-tagged Rac1 F28L mutant substrate. inhibition, % at 30 µM, or IC50 in µM where a hit was titrated. actives 0.6% (n = 340,000). AID 624330;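 active = first-screen hits whose inhibition reached a set limit at any dose in the follow-up dose series; inconclusive = inhibition above the set first-screen limit but never retested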;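 note: fluorescence reports GDP produced by GAP-driven GTP hydrolysis; strong numbers were not always called active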
UTI89 phage lysis: inhibition of K1F phage lysis, E. coli UTI89, bacterial capsule biogenesis inhibitors, alamar blue (AID 488966); E. coli UTI89 K1F phage lysis, alamar blue, 2 h; higher % means a stronger effect; inhibition, % at 100 µM; hits with a dose series show IC50 in µM; actives 0.02% (n = 340,000);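 active = phage lysis inhibition, versus mean bacterial control, above a set limit; inconclusive = no clear call, values can overlap the other calls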;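 note: capsule biogenesis inhibitors block K1F phage lysis so surviving cells raise fluorescence; higher fluorescence means more inhibition of phage lysis; actives were called in the ten point dose series up to 300 µM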
PhoP inhibition: PhoP-dependent GFP reporter repression – Salmonella Typhimurium, primary screen (AID 1863). S. Typhimurium PhoP-regulated promoter GFP reporter, 4 h; higher % means a stronger effect. one-dose inhibition, % at 50 µM; IC50 in µM for titrated hits. actives 0.16% (n = 300,000);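 active = inhibition over 29.93%, a cutoff 3 SD above the screen mean, later confirmed by dose response; inconclusive = inhibition over 29.93% but no dose response follow-up; inactive = inhibition at most 29.93% or unconfirmed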;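 note: 0% = low Mg2+ inducing control and 100% = high Mg2+ repressing control; strong numbers were not always called active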
T cell modulator: T cell immune modulators affecting CD8 T cell-vesicle binding | 2C CD8+ T cell-vesicle binding, flow cytometry; stronger effect = lower value | calls only at 7 µM | actives 0.068% (n = 330,000) | AID 2052;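 active = response, share of CD8 T cells binding vesicles, and their 90th percentile fluorescence all below set limits, cut at about 80% in these data, passing the limit was not always enough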
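Benchmarks: naked versus QL9-loaded vesicles / Assay system: purified 2C TCR transgenic mouse naive CD8+ T cells / Technique: high-throughput flow cytometry with anti-B7-1 and anti-CD8 staining / Timing: Cell–vesicle co-incubation 1.5 h at 37 °C, staining 20 min on ice / Read-out: percent CD8+ FL2 mean versus row control / Probe or stimulus: QL9-loaded Drosophila micro-vesicles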
SV40 large T antigen: SV40 large T antigen inhibitors, biochemical (AID 1903) | SV40 large T antigen ATPase/helicase inhibition assay; higher % means a stronger effect | inhibition, % at 20 µM; hits with a dose series show IC50 in µM | actives 0.39% (n = 310,000); in the data active = a potency from the dose series; inconclusive = inhibition mostly from about 32% at the one dose, without a potency; inactive = the rest, 99 in 100 with inhibition below about 32%; note: strong numbers were not always called active
TNAP activation fold: human TNAP enzyme activators, primary screen, biochemical, luminescent, no phosphate acceptor, uHTS (AID 1001); purified TNAP, luminescent activation assay, no phosphate acceptor; higher activation fold means a stronger effect; activation fold at 20 µM; hits with a dose series show EC50 in µM; actives 0.03% (n = 200,000); in the data active = activation fold from about 3, or a potency from the dose series; inactive = the rest, 99 in 100 with activation fold below about 1.6; note: many of its hits are not listed in these tables
Myeloid diff 2: myeloid differentiation induction; ER-HoxA9 myeloid progenitors, lysozyme-GFP differentiation, flow cytometry; calls only at 10 µM; actives 1% (n = 360,000); AID 624256;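 active = normalized GFP-positive differentiation at or above the plate's own cutoff, the solvent-only control mean plus 3 SD; inconclusive = no clear call, values can overlap the other calls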;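 note: cells exposed to compound for four days before flow analysis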
RSV antiviral HEp-2: inhibition of RSV-induced cytopathic effect – HEp-2 cells, primary 10 µM value included (AID 2391) | HEp-2 cells, RSV-induced CPE inhibition; higher % means a stronger effect | CPE inhibition, % at 10 µM; hits with a dose series show IC50 in µM | actives 0.13% (n = 310,000); in the data active = a potency from the dose series; inconclusive = CPE inhibition mostly from about 23% at the one dose, without a potency; inactive = the rest, 99 in 100 with CPE inhibition below about 21%; note: strong numbers were not always called active
T cell modulator vesicle-bound %: also measured in T cell modulator; calls as there; double positive events, %; measured here: CD8+ vesicle-bound cell fraction;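 binding gate set so that unloaded-vesicle control wells show 10% double positive cells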
NTR1 agonist cell count 20 µM: second read-out of NTR1 agonist, no call of its own (marks repeat the call); cell count; measured here: cell count, cytotoxicity flag
Myeloid diff 2 GFP+ MAC1+ %: second read-out of Myeloid diff 2, no call of its own (marks repeat the call); GFP+ MAC1+ double positive, %; measured here: differentiation confirmed by MAC1 staining
* = called active by the depositor; i = inactive; ? = inconclusive; · = no result given; [ ] = dose if it differs, or a comment.

SMILES | NTR1 agonist | NTR1 agonist cell count 20 µM | Rac1 GTP hydrolysis | UTI89 phage lysis | PhoP inhibition | T cell modulator | T cell modulator vesicle-bound % | SV40 large T antigen | TNAP activation fold | Myeloid diff 2 | Myeloid diff 2 GFP+ MAC1+ % | RSV antiviral HEp-2
O=c1oc2ccccc2c(Nc2ccc3ccccc3c2)c1[N+](=O)[O-] | 3.8 | 63 | 10% | 0.2% | -13% | i | 28 | 10% | 0.9 | i | 0.4 | 2.1%
Cc1ccc(-n2ncc3c2CCCC3NC(=O)CCC2=NNC(=O)CC2)cc1C (stereo not given) | 1.1 | 68 | 5% | -0.2% | -6% | i | 15 | 10% | · | i | 3.4 | 1.2%
O=C(Cn1ncc2ccccc21)N1CCc2ccccc21 | -0.2 | 57 | 6% | -0.9% | -6% | i | 36 | 7% | 1.2 | i | 2.1 | -0.8%
COc1cc2c(cc1NC(=O)C(C)Sc1ccc(C)cc1)oc1ccccc12 (stereo not given) | -0.4 | 42 | 7% | 3.9% | 1% | i | 44 | 5% | 1 | i | 1.4 | 13%
Cc1cc(NC(=O)c2ccc(S(=O)(=O)N3CCOCC3)cc2)nc2c1c(=O)oc1ccccc12 | 2.8 | 50 | · | · | 17% | i | 27 | 2% | 1.1 | · | · | 3.1%
O=S(=O)(c1cccc(C(F)(F)F)c1)N1CCN(c2cnccn2)CC1 | -0.4 | 59 | -2% | 1.0% | -1% | i | 62 | 8% | 1.1 | · | · | -0.2%
C/C(=N\NC(=S)Nc1cccc(C)c1)c1cc2ccccc2o1 | 9.5 | 41 | 18% | 1.9% | -9% | i | 33 | 9% | 1.7 | i | 0.4 | 19%
Cc1cccc(C(=O)NC2CC(C)(C)NC(C)(C)C2)c1 | -1.3 | 39 | 10% | 0.3% | -3% | i | 59 | 1% | 1 | i | 0.4 | 2.7%
CCn1nnnc1SCC(=O)NC1Cc2ccccc2C1 | 0.5 | 46 | 6% | 0.3% | -2% | i | 25 | 15% | · | i | 0.8 | 0.5%
O=C(CN1C(=O)c2ccc([N+](=O)[O-])cc2C1=O)NCCC1=CCCCC1 | -0.7 | 56 | 3% | 1.1%[50 µM] | -10% | i | 47 | 18% | · | i | 1.0 | -0.6%
CC(=O)c1ccc(S(=O)(=O)N2CCC3(CC2)OCCO3)cc1 | 0.9 | 56 | 9% | 0.6% | 3% | i | 32 | -7% | · | i | 0.1 | 3.2%
O=C(Nc1ccc(C(=O)O)cc1)/C(=C\c1ccc(F)cc1)NC(=O)c1ccco1 | 1.7 | 51 | 0% | -0.4% | 3% | i | 30 | 20% | · | i | 0.0 | 1.9%
CCOC(=O)N1CCC(NC(=O)c2oc3c(c2C)-c2[nH]ncc2CC3)CC1 | -1.2 | 66 | 7% | 0.6% | -11% | i | 15 | 18% | 1.1 | i | 1.0 | 2.4%
O=C(c1ccc(Cn2c(=O)[nH]c3ccccc3c2=O)cc1)N1CCN(c2ccc(Cl)cc2)CC1 | 6.9 | 82 | 7% | 0.5% | -11% | i | 66 | 21% | 1 | i | 1.2 | 17%
CC(=O)Nc1ccc(OC(=O)c2cccnc2)cc1 | -0.9 | 83 | 30% | 0.0% | 39% | i | 33 | · | 1.1 | i | 0.6 | 0.0%
NC(=O)C1=C[C@H](C2CCCCC2)C[C@H](OCc2ccc(CO)cc2)O1 | 5.4 | 55 | 9% | -0.1% | -6% | i | 26 | 6% | 1.1 | i | 0.7 | -1.4%
COc1ccc(/C=C/c2nnc(NC(C)=O)s2)cc1 | 1.2 | 61 | 3% | -0.6% | 2% | i | 13 | 6% | · | i | 0.5 | 0.9%
CCn1c(SCc2nc3ccccc3c(=O)[nH]2)nnc1C(C)NC(=O)c1ccccc1 (stereo not given) | 0.2 | 45 | 7% | -0.6% | -3% | i | 45 | -13% | 1 | i | 0.1 | -1.1%
CC(CSc1nnnn1-c1ccccc1)Cn1c(N2CCN(C)CC2)nc2c1c(=O)[nH]c(=O)n2C (stereo not given) | 2.2 | 53 | 1% | 0.2% | -9% | i | 61 | -5% | 1.1 | i | 0.1 | -0.4%
N#Cc1ccc(C(=O)OCc2cccc(S(=O)(=O)N3CCOCC3)c2)cc1 | -0.5 | 63 | 2% | 0.5%[50 µM] | · | · | · | · | · | i | 0.9 | ·
CC(=O)Nc1ccc(N2CCN(Cc3ccccc3F)CC2)cc1 | -1.8 | 74 | 5% | 0.0% | 6% | i | 36 | 6% | 1.2 | i | 2.5 | -2.1%
Cc1ccc2cc3cc(C(=O)N4CCN(C(=O)c5ccco5)CC4)sc3nc2c1 | 0.6 | 61 | 1% | 0.2% | -2% | i | 46 | 4% | 1.1 | i | 0.6 | 3.4%
COCCn1c(SCC(=O)Nc2ccc(Cl)c(S(=O)(=O)N(C)C)c2)nc2ccccc21 | -0.1 | 91 | 4% | 0.1% | 1% | i | 7 | 10% | 1 | i | 0.2 | 14%
CC(C)(C)OC(=O)N[C@@H](COCc1ccccc1)C(=O)N[C@@H](CO)[C@H](O)[C@@H]1C[C@@H]1C(=O)NC1CCCCC1 | 4.2 | 80 | -2% | 0.4% | -14% | i | 20 | ? | · | i | 1.3 | 0.3%
CCCCCOc1ccc(C(=O)NCCC(=O)NCCCC(=O)OCC)cc1 | -1.1 | 46 | 8% | -1.1% | · | i | 28 | 5% | · | i | 0.5 | 2.0%
COc1ccc2c(c1OC)C(=O)N(c1ccc(O)cc1)C2 | -0.9 | 58 | ? | 0.1% | -1% | i | 22 | >100µM* | · | i | 0.7 | 3.7%
Cc1ccc2[nH]c(C(=O)Nc3ccc(F)cc3)cc2c1 | 0.2 | 56 | 9% | 0.1% | -3% | i | 14 | 9% | · | i | 0.2 | 11%
CCOC(=O)CCn1nc(-c2ccc(Cl)cc2)cc1N | -1.1 | 47 | 11% | 6.3% | 13% | i | 32 | 1% | 1.1 | i | 0.5 | -1.8%
Oc1ccc2[nH]ccc2c1 | 1.4 | 49 | ? | 0.0% | 5% | i | 55 | 80µM* | 1.1 | i | 0.8 | 0.9%
C#CCNC(=O)[C@H](Cc1ccc(C(=O)c2ccccc2)cc1)NC(=O)OC(C)(C)C | -0.8 | 51 | -1% | -0.5% | 5% | i | 28 | 8% | · | i | 2.7 | 8.3%
CC(CN(C(N)=O)c1ccccc1O)C(=O)O (stereo not given) | 1.6 | 58 | -8% | 2.4% | -14% | i | 18 | 4% | 1.1 | i | 0.0 | 1.0%
Cc1cc(C)cc(C(=O)NCC(=O)NCc2ccc(S(N)(=O)=O)cc2)c1 | · | · | 5% | 0.9%[50 µM] | 5% | i | 13 | 18% | · | i | 0.5 | 0.7%
COc1ccc(S(=O)(=O)NCC2CCC(C(=O)NCC(OC)OC)CC2)cc1 (stereo not given) | -0.8 | 70 | 2% | 0.5% | -4% | i | 40 | 1% | 1 | i | 0.2 | 0.8%
CC(=O)N(C)c1ccc(NC(=O)c2ccco2)cc1 | -2.7 | 81 | 5% | -2.7% | 2% | i | 41 | 7% | 1.1 | i | 2.8 | -0.2%
O=C(/C=C/c1ccco1)Nc1ccc2c(c1)OCCO2 | 1.7 | 57 | 8% | 0.2% | -3% | i | 51 | 6% | 1.2 | i | 0.5 | 1.5%
CC(=O)Nc1nc(-c2cccc3ccccc23)cs1 | 1.0 | 69 | -3% | -2.4% | -1% | i | 40 | 10% | · | i | 0.5 | -0.2%
CC(=O)Nc1ccc(S(=O)(=O)NCC(=O)OCC(=O)N2CCN(c3ccccc3)CC2)cc1 | 1.2 | 69 | 7% | 0.5%[50 µM] | 11% | i | 21 | 6% | 1.1 | i | 0.4 | 2.9%
CN(C)S(=O)(=O)c1cccc(C(=O)Nc2ccccc2C(=O)NC2CC2)c1 | 1.6 | 62 | 3% | -2.4% | · | i | 41 | · | · | i | 0.5 | ·
COc1ccc(CNS(=O)(=O)c2ccc(-c3ccc(=O)[nH]n3)o2)cc1 | 0.5 | 57 | -4% | 0.8% | 6% | i | 63 | 3% | · | i | 4.1 | 0.9%
CC1C(=O)CCN(C(C)(C)C)C1C (stereo not given) | -2.1 | 41 | 8% | -0.2% | -16% | i | 35 | -1% | 1.2 | i | 0.7 | ·
O=C(NC(C(=O)N/N=C/c1ccncc1)c1n[nH]c(=O)c2ccccc12)c1ccccc1 (stereo not given) | -0.3 | 57 | -1% | 0.1% | -5% | i | 27 | 10% | · | i | 0.4 | -2.0%
Cc1cc(-n2c(C)cc(C(=S)N3CCOCC3)c2C)ccc1Br | 0.5 | 31 | 8% | 9.6% | 3% | i | 41 | 9% | 1 | i | 0.3 | 9.2%
O=C(NCc1ccccc1)c1cc(-c2cccc(O)c2)on1 | 0.1 | 89 | 4% | 2.7% | -5% | i | 17 | 8% | 1.1 | i | 3.0 | 2.6%
COc1ccccc1C1CCN(C(=O)c2cccc([N+](=O)[O-])c2)CC1 | -0.4 | 41 | -2% | -1.2% | -12% | i | 58 | 7% | · | i | 0.4 | 2.2%
Cc1ccc(-c2nc3c(c(=O)c4ccccc4n3C)c(=O)n2-c2ccc(F)cc2)cc1 | 5.1 | 56 | 6% | 0.4% | -2% | i | 18 | 14% | · | i | 0.4 | 2.2%
O=C/C=C/c1coc2ccc3ccccc3c2c1=O | 1.1 | 59 | · | · | -12% | i | 21 | 10% | · | · | · | ·
C/C(CCN1CCCCc2nc(C)c(C)cc21)=N\O[C@H](C)c1cn([C@H](CO)Cc2ccccc2)nn1 | 1.1 | 97 | · | · | -3% | i | 40 | 6% | 1.1 | · | · | -0.2%
C=CCOC(=O)C1=C[C@@H](c2csc3ccccc23)[C@H](CCCO)[C@@H](OCC)O1 | 4.8 | 44 | 7% | -0.3% | · | · | · | 3% | · | i | 0.9 | 14%
